Compound activity from PubChem BioAssay.
NR2F2 inh = NR2F2 (human) inhibition, primary screen | P24468 | HEK293T NGFI-A luciferase reporter, luminescence | inhibition, % at 8.6 µM | 370,000 tested, 0.7% active;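 active means inhibition above a per-plate cutoff, mean inhibition of test wells between control levels plus 3 SD, cut at about 38% in these data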;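 further: cells cotransfected with COUP-TFII expression vector driving the NGFI-A reporter; 0% = median of COUP-TF2 test wells and 100% = reporter-only cells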
SRC2 inh = human SRC2 (NCOA2) inhibition; Q15596; HEK293 GAL4-SRC2 luciferase reporter, luminescence; inhibition, % at 9 µM; 370,000 tested, 0.17% active; AID 651957;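 active means inhibition above the mean inhibition of all tested compounds plus 3 SD, set per campaign, cut at about 52% in these data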;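 further: 0% = DMSO treated cells and 100% = cells given Gossypol at 36 µM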
Active calls of the source: *. Only part of the results is shown. The share of hits here may be higher or lower than overall.

nr | NR2F2 inh | SRC2 inh | Structure
1 | -13.3 | 23.4 | CCn1cc(C(=O)N2CCc3ccccc3C2)c(=O)c2cc(S(=O)(=O)N3CCCCC3)ccc21
2 | 7.8 | 10.3 | CC(C)CC(=O)Nc1cccc(C(C)O)c1 (stereo not given)
3 | -12.7 | -7.3 | COc1cc(-n2c(C)cc(O)cc2=O)ccc1Cl
4 | -4.2 | -12.9 | COC(=O)[C@]12C[C@H](CC(=O)NCCCN3CCCC3=O)C(=O)N(CCc3ccc(OC)c(OC)c3)C1=C[C@H](C(C)(C)C)O[C@@H]2C
5 | -2.8 | 0.3 | CCCCCCCCN1C(=O)[C@@H](CC(=O)NCc2ccccc2)C[C@@]2(C(=O)OC)C1=C[C@H](C(C)(C)C)O[C@@H]2C
6 | 10.1 | 7.6 | COc1ccc(/C(O)=C2/C(=O)C(=O)N(c3ncccn3)C2c2ccc(C(C)(C)C)cc2)cc1 (stereo not given)
7 | 62.0* | 17.9 | Cc1cc(N2CCN(C(=O)Oc3ccc(-c4ccccc4)cc3)CC2)c2ccccc2n1
8 | 2.4 | 7.1 | COc1ccc2c(c1)[C@@]1(OCCC=C[C@H]1C)C(=O)N2Cc1ccc(F)cc1
9 | -0.7 | -4.7 | COc1ccc(CCNC(=O)c2cnn(-c3ccccc3)c2N)cc1OC
10 | 1.9 | 11.5 | CCCCCCN1CCS(=O)(=O)N(Cc2ccc(C(F)(F)F)cc2)C(C(=O)OC)C1 (stereo not given)
11 | 0.1 | 8.7 | CC(C)(C)OC(=O)NCc1ccccc1/C=C/S(=O)(=O)NCCc1ccccc1
12 | 4.4 | 2.9 | CCOC(=O)C1=C(C)N(CCCC(=O)O)C(=O)NC1c1cc2ccccc2c2ccccc12 (stereo not given)
13 | -0.3 | 8.6 | C#CCNC(=O)C[C@@H]1C(=O)N(Cc2ccc(OC)cc2)/C2=C/CCCCC[C@@]21C(=O)OCC
14 | 8.5 | 1.5 | CCCCNS(=O)(=O)CC1NCCc2ccccc21 (stereo not given)
15 | -12.0 | 18.4 | COC(=O)[C@]12C[C@H](CC(=O)NCc3ccccc3)C(=O)N(Cc3ccc4c(c3)OCO4)C1=C[C@H](C(C)(C)C)O[C@@H]2C
16 | 8.9 | 17.6 | NC(=O)c1c(N)[nH]c(C(=O)c2ccccc2)c1-c1ccccc1
17 | -8.0 | -30.6 | C=CCN1C(=O)[C@H](CC(=O)NCc2ccccc2)[C@@]2(C(=O)OCC)CCCC=C12
18 | -11.6 | -4.6 | COC(=O)c1ccc(S(=O)(=O)N2CCC(NC(=O)COc3ccc(F)cc3)CC2)cc1
19 | -7.2 | -6.4 | COc1cccc(CO[C@H]2C=C[C@@H](c3ccccc3)O[C@@H]2CO)c1
20 | 4.2 | 6.3 | Cc1ccc(-c2nnc(SCC(=O)Nc3ccc4c(c3)OCCO4)n2-c2ccc(Cl)cc2)cc1
21 | -54.4 | -50.0 | Cn1c(-c2nnn(-c3ccc(F)cc3)n2)cc2ccccc21
22 | -27.8 | -39.8 | CCc1ccc(CCNC(=O)OC2CC3CC2[C@H]2CCCCN2C3)cc1 (stereo not given in full)
23 | 2.4 | -2.3 | Cc1cccc(NC(=O)CNC(=O)[C@@H](Cc2ccccc2)NC(=O)[C@H]2O[C@@H](n3ccc(N)nc3=O)[C@H](O)[C@@H]2O)c1C
24 | -14.6 | 5.8 | COc1ccc2c(c1)[C@@]1(OCCC=C[C@H]1C)C(=O)N2Cc1ccccc1C(F)(F)F
25 | -17.5 | -55.9 | Cc1ccc2nc(-c3cccc(Cl)c3)c(Cc3cccc(Cl)c3)n2c1
26 | -3.9 | -9.1 | COC1OC(COCc2ccccc2)C2OC(C)(C)OC2C1O (stereo not given)
27 | -11.1 | 19.4 | Cc1cc(NC(=O)c2ccc(NS(=O)(=O)c3ccccc3)cc2)no1
28 | 5.6 | 3.2 | O=C(NCCCNC(=O)NC1CCCCC1)NC1CCCCC1
29 | -12.7 | -16.1 | N#CCC[C@H]1CC[C@]2(CCCN(Cc3ccccc3)C2)O1
30 | -4.8 | 12.3 | O[C@H](COc1cccc(F)c1)CN1CCC(C(O)(c2ccccc2)c2ccccc2)CC1
31 | -7.0 | 5.5 | O=C(O)c1ccc2c(c1Sc1ccccc1)C(=O)c1ccccc1C2=O
32 | -3.8 | 18.2 | Cn1nc(C(=O)Nc2ccc(S(=O)(=O)NCc3ccco3)cc2)c2ccccc2c1=O
33 | -9.7 | -4.8 | O=C(C(=O)N1CCC(CNS(=O)(=O)c2ccc(F)c(F)c2)CC1)c1cc2ccccc2o1
34 | 0.5 | -9.6 | Nc1[nH]c(C(=O)c2ccccc2)c(-c2ccc(Cl)cc2Cl)c1C(=O)c1ccc(Cl)cc1
35 | 3.9 | 2.9 | CC(C)CNc1cccc2c1S(=O)(=O)N(Cc1cn(Cc3ccccc3C(F)(F)F)nn1)Cc1ccccc1O2
36 | -3.4 | -11.7 | O=C(Nc1ccc(F)cc1)OCc1cn(Cc2ccc(F)cc2)nn1
37 | -5.0 | -11.1 | Fc1ccc2cc(C3=CCCCC3)ncc2c1
38 | 14.9 | -2.0 | Cc1ccc(S(=O)(=O)NCC(=O)N2CCN(c3ccccn3)CC2)s1
39 | 6.7 | 5.3 | Cc1cc(N2CCN(C(=O)OC(C)(C)C)C[C@@H]2C)ccc1Br
40 | -11.2 | 9.9 | O=C(NCc1ccccc1)[C@@H]1CCCN1C(=O)[C@H]1CCCN1C(=O)c1ccc(Cl)cc1
41 | -5.4 | -7.9 | COCc1cccc(-c2cc(C(=O)OC)c3n(c2=O)CCC3)c1
42 | -65.8 | -6.3 | C=CCN(CC#CC(=C)C)Cc1ccccc1
43 | -11.3 | 2.6 | Cc1nc2ccc(C(=O)N3CCN(C(=O)C(C)(C)C)CC3)cc2n1C1CCCC1
44 | 10.4 | 1.6 | CCN=C1NC(c2ccc(F)cc2)C(C(=O)OC)=C(C)N1Cc1ccccc1C(F)(F)F (stereo not given)
45 | -1.9 | -17.6 | COc1ccc(-c2noc3c2-c2nc(-c4ccccc4C)sc2CC3)cc1
46 | 1.1 | 0.6 | COC(=O)[C@]12C[C@H](CC(=O)NCCCCc3ccccc3)C(=O)N(CCC3=CCCCC3)C1=C[C@H](C(C)C)O[C@@H]2C1CC1
47 | -5.4 | -3.0 | O=C(Cn1c(=S)[nH]c2ncccc2c1=O)NCCc1ccccc1
48 | -7.0 | 12.4 | C=CCN1[C@@H](C)[C@H](c2ccccc2)Oc2cccc(NCCc3ccccc3)c2S1(=O)=O

Entries of single compounds, looked up by structure:
Results for `C=CCN(CC#CC(=C)C)Cc1ccccc1` = NR2F2 inh: -65.8; SRC2 inh: -6.3
Results for `Cc1nc2ccc(C(=O)N3CCN(C(=O)C(C)(C)C)CC3)cc2n1C1CCCC1` = NR2F2 inh: -11.3; SRC2 inh: 2.6

The main list resumes, starting 5 compounds before the break.
nr | NR2F2 inh | SRC2 inh | Structure
44 | 10.4 | 1.6 | CCN=C1NC(c2ccc(F)cc2)C(C(=O)OC)=C(C)N1Cc1ccccc1C(F)(F)F (stereo not given)
45 | -1.9 | -17.6 | COc1ccc(-c2noc3c2-c2nc(-c4ccccc4C)sc2CC3)cc1
46 | 1.1 | 0.6 | COC(=O)[C@]12C[C@H](CC(=O)NCCCCc3ccccc3)C(=O)N(CCC3=CCCCC3)C1=C[C@H](C(C)C)O[C@@H]2C1CC1
47 | -5.4 | -3.0 | O=C(Cn1c(=S)[nH]c2ncccc2c1=O)NCCc1ccccc1
48 | -7.0 | 12.4 | C=CCN1[C@@H](C)[C@H](c2ccccc2)Oc2cccc(NCCc3ccccc3)c2S1(=O)=O
49 | -11.1 | 8.9 | O=C(OCc1cn(Cc2cccc(F)c2F)nn1)N1CCCC1
50 | 18.2 | -23.8 | COC(=O)[C@]12C[C@H](CC(=O)NCCC(C)C)C(=O)N(Cc3ccc4c(c3)OCO4)C1=C[C@H](C(C)(C)C)O[C@@H]2C
51 | -3.8 | -2.1 | CCOP(=O)(c1ccccc1)c1nc(-c2ccccc2C)oc1N1CCCCC1 (stereo not given)
52 | 5.0 | -2.9 | CCOC(=O)[C@]12CCCC3=C1N(CCC3)C(=O)[C@@H](CC(=O)NCc1ccc(OC)c(OC)c1)C2
53 | -9.5 | -8.5 | CC(C)(C)c1ccc(-c2nnc3sc(COc4ccccc4)nn23)cc1
54 | 9.1 | -2.1 | c1ccc(-c2nnc3n2N=C(c2ccc4ccccc4c2)CS3)cc1
55 | -5.6 | 16.3 | Cc1cccc(C(=O)Nc2c(-c3ccc(F)cc3)nc3ncccn23)c1
56 | 17.9 | -10.4 | O=C1c2ccccc2C(=O)N1CCCc1nc2ccccc2c(=O)n1-c1cccnc1
57 | 5.1 | 11.2 | C[C@@H]1ON(C)[C@H]2C[C@H]3c4[nH]c5cccc(Br)c5c4CCN3C(=O)[C@@H]12
58 | -2.3 | -17.9 | Cc1cccc(NC(=O)CSc2nnc(NC(=O)CN3CCCCC3)s2)c1
59 | 12.0 | 7.6 | O=C(C1CCCN1S(=O)(=O)c1cccc2ccccc12)N1CCN(c2ccccc2)CC1 (stereo not given)
60 | -10.3 | 0.0 | CCOC(=O)N1C(=O)C[C@](Sc2ccc(OC)cc2)(C(=O)N2CCN(C(C)=O)CC2)[C@H]1c1ccc(OC)cc1
61 | 0.6 | 6.5 | CCCCNC(=O)C[C@H]1C[C@@]2(C(=O)OC)C(=C[C@H](COCc3ccccc3)O[C@@H]2C)N(CCC2=CCCCC2)C1=O
62 | 6.5 | -15.3 | CCNC(=S)NNC(=O)CSc1nc2ccccc2c(=O)n1-c1ccc(Cl)cc1
63 | -9.4 | -22.1 | CN[C@H]1C[C@H]2c3[nH]c4cccc(-c5ccc6c(c5)OCO6)c4c3CCN2C[C@H]1[C@H](C)O
64 | -25.1 | -16.9 | CCS(=O)(=O)Nc1ccc2c(c1)C(=O)N(C)[C@@H]1CC[C@H](CC(=O)NCCCN3CCOCC3)O[C@H]1CO2
65 | 5.4 | -5.2 | COC(=O)[C@]12C[C@H](CC(=O)N3CCCC3)C(=O)N(Cc3ccco3)C1=C[C@H](COCc1ccccc1)O[C@@H]2C
66 | -29.9 | -59.6 | C#CCN1CC(N(C)CCOC(=O)c2cccs2)CS1(=O)=O (stereo not given)
67 | -3.5 | 17.2 | CC(NC(=O)c1cc2ccc(C(F)(F)F)cc2nc1N)c1cccc2ccccc12 (stereo not given)
68 | 8.4 | 13.6 | CCN(C(=O)[C@@H](C1CC1)[C@@H](O)c1ccc2ccccc2c1)c1ccccc1
69 | 9.8 | -11.9 | CCOC(=O)Cc1nc(N2CCCN(C(C)=O)CC2)c2c(C)c(C(=O)OCC)sc2n1
70 | -11.7 | -15.9 | Cc1cc(-c2nnc(SCC(=O)Nc3cccc4ccccc34)n2N)n[nH]1
71 | 0.8 | -2.7 | CN(C)CC(=O)N[C@@H]1C[C@@H]2O[C@@H](CO)CC[C@@H]2O[C@@H]1CCc1ccc(-c2ccc(F)cc2)cc1
72 | -2.4 | 3.9 | CCOC(=O)[C@]12CCCCC/C=C\1N(CCc1ccc(Cl)cc1)C(=O)[C@H]2CC(=O)NCc1ccc(OC)c(OC)c1

Marked active in NR2F2 inh, among the entries above:
nr | NR2F2 inh | SRC2 inh | Structure
7 | 62.0* | 17.9 | Cc1cc(N2CCN(C(=O)Oc3ccc(-c4ccccc4)cc3)CC2)c2ccccc2n1

(cont.)
nr | NR2F2 inh | SRC2 inh | Structure
73 | 8.3 | -20.4 | CC(C)(C)OC(=O)N1O[C@H]2C=C[C@@H]1C2
74 | 12.2 | 10.4 | Cc1nn(-c2ccccc2)c2sc(C(=O)NCc3ccc(F)cc3)cc12
75 | 0.4 | -1.2 | Cc1ccc(-c2c(NC(=O)C3CC3)nc3ncccn23)cc1
76 | -10.3 | 11.8 | COC(=O)c1ccc2c(C3(c4c[nH]c5ccccc45)CCN(C(=O)OC(C)(C)C)CC3)c[nH]c2c1
77 | -18.4 | 20.9 | COC(=O)C1CN(CCO)CCS(=O)(=O)N1Cc1cccc(Cl)c1 (stereo not given)
78 | -21.5 | 1.3 | COc1ccc(CNCC#Cc2ccccc2)cc1
79 | -2.1 | -4.0 | CC(=O)C1=CCN(C)CC1
80 | 3.5 | -4.4 | CCN(Cc1cn(Cc2ccccc2)nn1)S(=O)(=O)c1ccccc1Br
81 | 1.6 | 20.5 | CC(=O)c1cc(-c2ccccc2)c(=O)n2c1CCC2
82 | 6.1 | -7.2 | Cn1c(=O)c2cc(S(=O)(=O)N3CCN(CCO)CC3)ccc2n(C)c1=O
83 | 2.8 | -29.6 | COc1ccc(C2NC(=S)N(Cc3ccc(Cl)cc3)C(C)=C2C(C)=O)cc1 (stereo not given)
84 | 11.3 | -1.1 | CCOC(=O)[C@@H](C)N1[C@@H](C)[C@H](c2ccccc2)Oc2ccc(Cl)cc2S1(=O)=O
85 | -22.3 | -30.7 | CN1CC=C(c2ccccc2)N(c2ccc(Cl)cc2)C1=O
86 | 0.9 | 33.7 | COC(=O)C1CN(Cc2ccccc2)CCS(=O)(=O)N1Cc1cn(Cc2ccc(Cl)cc2)nn1 (stereo not given)
